FEN1 inhibitor = qHTS Assay for the Inhibitors of Human Flap endonuclease 1 (FEN1) | P39748 | Recombinant FEN1 flap cleavage, fluorescence, 15 min | Potency, µM (top dose mostly 114 µM), for inactives: top-dose activity change, negative = inhibition, hits mostly inhibitors | 390,000 tested, 0.35% active | AID 588795, 2011; note: nearly all actives have a fitted effect of over 65% in size
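With each library titrated from low to high concentration, compounds met 10 nM FEN1 for 15 min at room temperature before 50 nM substrate was added; readings at 0 and 15 min fed four-parameter Hill curve fits.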
KAT2A inh = qHTS Assay for Inhibitors of GCN5L2. Histone acetyltransferase KAT2A (Homo sapiens), Q92830. GCN5L2 HAT assay, ThioGlo1 CoA-SH fluorescence. Potency, µM (doses to about 58.9 µM), inactives show at the top dose activity change, negative = inhibition, hits mostly inhibitors. 390,000 tested, 0.21% active
Target sequence (Q92830 whole entry, looked up): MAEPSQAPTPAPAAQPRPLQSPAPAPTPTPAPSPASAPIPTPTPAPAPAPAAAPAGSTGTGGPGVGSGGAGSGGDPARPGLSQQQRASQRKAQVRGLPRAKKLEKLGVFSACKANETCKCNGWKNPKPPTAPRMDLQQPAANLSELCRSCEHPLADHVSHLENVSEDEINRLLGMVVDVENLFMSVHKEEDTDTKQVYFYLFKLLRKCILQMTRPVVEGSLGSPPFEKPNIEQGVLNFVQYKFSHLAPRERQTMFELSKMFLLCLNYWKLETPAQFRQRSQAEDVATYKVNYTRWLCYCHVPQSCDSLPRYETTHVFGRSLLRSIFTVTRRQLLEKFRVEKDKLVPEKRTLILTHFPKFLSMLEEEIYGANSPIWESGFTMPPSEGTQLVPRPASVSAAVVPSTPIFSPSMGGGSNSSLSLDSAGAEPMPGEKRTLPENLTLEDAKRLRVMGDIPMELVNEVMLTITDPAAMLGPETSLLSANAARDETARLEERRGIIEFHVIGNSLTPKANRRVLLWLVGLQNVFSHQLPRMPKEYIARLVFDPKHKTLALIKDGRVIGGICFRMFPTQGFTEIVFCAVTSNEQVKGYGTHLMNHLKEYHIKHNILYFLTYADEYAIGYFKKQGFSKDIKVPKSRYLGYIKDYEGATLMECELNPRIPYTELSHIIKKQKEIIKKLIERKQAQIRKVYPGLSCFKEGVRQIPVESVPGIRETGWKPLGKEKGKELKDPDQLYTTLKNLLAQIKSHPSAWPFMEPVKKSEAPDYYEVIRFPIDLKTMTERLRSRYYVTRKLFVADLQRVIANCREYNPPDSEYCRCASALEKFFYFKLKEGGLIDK
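Free CoA generated was detected with ThioGlo1 (50uM) fluorescence at Ex340nm/Em540nm, read immediately and after 20 min at room temperature. Enzyme, 20 nM in HEPES pH 7.5 buffer, saw compounds 15 min before adding 75uM H3(1-25) peptide and 70uM acetyl-CoA.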
TDP1 cell CPT = qHTS for Inhibitors of human tyrosyl-DNA phosphodiesterase 1 (TDP1): qHTS in cells in presence of CPT; chicken DT40 Tdp1-/-;hTDP1 cells + 20 nM CPT, ATP luminescence, 48 h; Potency, µM (titrated, usually from 46.2 µM), without a hit: top-dose activity change, negative = growth inhibition, usual class: inhibitors; 420,000 tested, 12% active; note: nearly all actives have a fitted effect of over 55% in size
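Chicken DT40 Tdp1-/- cells stably complemented with human TDP1 were seeded at 400 cells/well in medium containing 20 nM camptothecin, exposed to pin-transferred compounds, and grown at 37 °C for at least 48 hr. Viability was read as ATP luminescence.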
* marks the source's active call; other numbers are inactive results; ? = inconclusive; / = not tested or not shown; & = joins results of further samples; [ ] = remark or other dose. Calls come from the whole dose curve; as a rule, active = well fitted curve in the direction sought with a large enough effect; inconclusive = small, poorly fitted or top-dose-only effect, or another doubt; inactive = no such curve, though single readings can be large; an effect the other way counts as inactive or inconclusive. % is set by controls: 0 for no effect and ±100 for the full control effect; potency is the fitted concentration of half-maximal effect.

Screens in order – FEN1 inhibitor, KAT2A inh, TDP1 cell CPT
> c1ccc2cc(CNCc3cccc4ccccc34)ccc2c1
    10%, 3%, ?
> CCOC(=O)C(C)Sc1nc2c([nH]c3ccccc32)c(=O)n1C (stereo not given)
    -7%, -5%, ?
> CC(=O)N1CC(C)Oc2ccc(S(=O)(=O)Nc3ccc(Cl)cn3)cc21 (stereo not given)
    11%, -5%, -22%
> CCCCC(=O)Nc1ccc2c(c1)nc(CN1CCN(C(=O)OCC)CC1)n2C
    -4%, 2%, ?
> NS(=O)(=O)c1ccc(NC(=S)NCc2ccc(Cl)cc2)cc1
    0%, -20%, ?
> COc1ccc(CCNC(=O)CCCCCNC(=O)N2CCn3c2nc2ccccc23)cc1OC
    24%, -19%, -9%
> FC(F)(F)Oc1ccc(NC(=S)Nc2ccccc2N2CCOCC2)cc1
    -7%, -2%, ?
> CCc1ccc(NC(=O)CSc2ccc(-c3cccnc3)nn2)cc1
    19%, -1%, ?
> Cc1ccc(NC(C#N)c2ccccc2OCc2ccccc2)cc1 (stereo not given)
    3%, 12%, ?
> N/C(=N\OC(=O)c1ccc(Cl)c(Cl)c1)c1cccc(CSc2ccccn2)c1
    -13%, -5%, -1%
> Cc1cccc(C)c1NC(=O)CSc1nnc(-c2cccnc2)o1
    1%, -7%, -1%
> Cc1ccc(C(O)CSc2nnc(-c3ccc4ccccc4c3)n2C)cc1 (stereo not given)
    8%, -27%, -13%
> CCOC(=O)N1CCN(c2cc(=O)n(-c3ccccc3Cl)c(=O)[nH]2)CC1
    -3%, -13%, 7%
> Cc1ccc(C(=O)C2CCN(S(=O)(=O)c3ccccc3C(=O)O)CC2)cc1
    15%, -6%, 0%
> Cc1nnc(NC(=O)c2ccc(C)c(S(=O)(=O)N3CCCCCC3)c2)s1
    -2%, -1%, -9%
> Cc1cc2cc(C)c3nnc(SCC(=O)Nc4ccc(S(=O)(=O)N5CCCCC5)cc4)n3c2cc1C
    -3%, -7%, ?
> CCn1c(C)[n+](CC)c2ccc(S(=O)(=O)NC)cc21
    -7%, 4%, 1%
> O=C1N(Cc2cccnc2)C[C@@H]2C[C@@H](c3ccc(C(F)(F)F)cc3)N3CCC[C@@]123
    3%, 2%, ?
> CC(C)OC(=O)CSc1nnc(-c2cnccn2)n1C
    2%, -9%, 8%
> COc1ccc(CNC(=O)C(Cc2ccccc2)NS(=O)(=O)c2ccc3c(c2)CCN3C(C)=O)cc1 (stereo not given)
    10%, -10%, -1%
> C=CCn1c(SC(C)C(=O)Nc2ccc(F)c(F)c2F)nnc1C1CC1 (stereo not given)
    -9%, -5%, -8%
> CCN(CC)S(=O)(=O)c1ccc(C(=O)N2CC(=O)Nc3ccc(F)cc3C2c2ccccc2)cc1 (stereo not given)
    -2%, -2%, ?
> Cc1ccccc1NC(=O)Cc1nc(COC(=O)c2ccc(Cl)nc2)cs1
    -1%, -2%, -14%
> O=C(CNc1cccc(S(=O)(=O)N2CCCC2)c1)Nc1ccc(C(F)(F)F)cc1
    -23%, -8%, 16µM*
> O=C(c1ccc(S(=O)(=O)N2CCCC2)cc1)N1CCN(Cc2ccc3c(c2)OCO3)CC1
    19%, 1%, ?
> COc1ccccc1C1=NN(C(=O)c2ccccc2)C(c2ccc(Br)cc2)C1 (stereo not given)
    -16%, -16%, -6%
> CCOc1ccc(-c2nc(C#N)c(NC3CC3)o2)cc1
    -2%, 2%, -24%
> CC(C)CN(C(=O)COC(=O)c1cc(=O)[nH]c2ccccc12)c1c(N)n(Cc2ccccc2)c(=O)[nH]c1=O
    3%, /, 1%
> O=c1c2cc(NC(=S)NC3CCCCC3)ccc2nc2n1CCCCC2
    1%, ?, 18µM*
> COc1ccccc1C(C)NC(=O)Cc1ccc(S(=O)(=O)N2CCOCC2)s1 (stereo not given)
    -12%, -1%, -12%
> Cc1cccc(NC(=O)CCCn2c(C)c3cnn(-c4ccccc4)c(=O)c3c2C)c1C
    -7%, -7%, 21µM*
> CC1(C)CC(=O)C(C=Nc2cccnc2/N=C/C2=C(O)CC(C)(C)CC2=O)=C(O)C1
    -2%, -4%, 4.6µM*
> Cc1cc(NC(=O)CSc2nncn2N)no1
    7%, -1%, 2%
> C=CCn1c(SCC(=O)NC2CCCC2)nnc1-c1ccccn1
    -6%, -2%, -12%
> CCOC(=O)C(c1ccccc1)C(Nc1ccccc1)c1ccccn1 (stereo not given)
    -1%, 2%, ?
> Cc1cc(N2CCN(Cc3nc(-c4ccc(F)cc4)oc3C)CC2)cc(C)n1
    -18%, 5%, ?
> CCNC(=S)NNC(=O)Cc1ccccc1
    -1%, -11%, 9%
> C=CCn1sc(=N)c(C#N)c1N
    4%, -5%, ?
> CCOc1ccc(C(=O)Nc2ccc(CN3CCOCC3)cc2)cc1Cl
    2%, -14%, -17%
> COC(=O)C1CCN(C(=O)N2CCOCC2)CC1
    -12%, -1%, -15%
> COc1cc(C(=O)OCC(C)=O)c([N+](=O)[O-])cc1OC
    6%, -4%, 3%
> O=C(CN1C(=O)S/C(=C\c2cccs2)C1=O)Nc1ccc(O)cc1C(=O)O
    3%, ?, -35%
> CC(C)N(CCc1ccncc1)C(=O)Nc1ccc(Cl)c(Cl)c1
    -6%, 1%, -48%
> Cc1ccc(CO/N=C/c2c(O)cc(C)oc2=O)cc1
    -5%, -3%, -18%
> NC1=NC(=Nc2ccc(Cl)cc2)c2ccccc21
    3%, -4%, 1%
> Nc1nsc2ccccc12
    -1%, -10%, 3.3µM*
> O=c1nc2ccccn2c2ccc(S(=O)(=O)N3CCCCC3)cc12
    4%, -3%, 1%
> CC(C)c1nnc(NC(=O)c2nc(S(=O)(=O)Cc3ccccc3)ncc2Cl)s1
    1%&1%, -7%&-2%, 5.8µM*
> CC(C)C[C@H](NC(=O)Nc1cccc(C(F)(F)F)c1)C(=O)O
    -13%, -1%, 2%
> NC(=O)COC(=O)CCCc1c[nH]c2ccccc12
    -3%, -3%, -11%

Rewritten tab-delimited: entries from further up.
Molecule	FEN1 inhibitor	KAT2A inh	TDP1 cell CPT
COc1ccc(CCNC(=O)CCCCCNC(=O)N2CCn3c2nc2ccccc23)cc1OC	24%	-19%	-9%
O=C(CNc1cccc(S(=O)(=O)N2CCCC2)c1)Nc1ccc(C(F)(F)F)cc1	-23%	-8%	16µM*
COc1ccc(CNC(=O)C(Cc2ccccc2)NS(=O)(=O)c2ccc3c(c2)CCN3C(C)=O)cc1 (stereo not given)	10%	-10%	-1%
FC(F)(F)Oc1ccc(NC(=S)Nc2ccccc2N2CCOCC2)cc1	-7%	-2%	?
CC(=O)N1CC(C)Oc2ccc(S(=O)(=O)Nc3ccc(Cl)cn3)cc21 (stereo not given)	11%	-5%	-22%

Next records follow:
Screens in order – FEN1 inhibitor, KAT2A inh, TDP1 cell CPT
> COc1ccc(OC)c(NC(=O)C(=O)NNC(=O)c2cccs2)c1
    -8%, -4%, -8%
> Cc1onc(-c2ccccc2)c1C(=O)Nc1ccc(S(=O)(=O)N2CCCCC2)cc1
    5%, 0%, ?
> O=C(Nc1nccs1)c1ccc(Br)cc1
    6%, 0%, -14%
> COC(=O)c1ccccc1NC(=S)NC(NC(=O)c1ccco1)C(Cl)(Cl)Cl (stereo not given)
    -12%, 0%, 0%
> O=C(O)c1ccc(Nc2nc(-c3cccnc3)cs2)cc1O
    -4%, -16%, -3%
> CC(C)(C)NS(=O)(=O)c1ccc(CCC(=O)NCc2ccco2)cc1
    -12%, 2%, -5%
> Cc1cccc(C(=O)Nc2nc3nc(-c4ccccc4)cc(=O)n3[nH]2)c1
    0%, 0%, -5%
> Cc1ccc(-c2nc(Cn3c(=O)cc(-c4ccccc4)c4c(C)nn(C)c43)c(C)o2)cc1
    -8%, -11%, -16%
> O=C(CN1CCN(Cc2ccccc2)CC1)Nc1ccc(Cl)cc1
    13%, 27%, 10%
> Cn1ccnc1SCC(=O)Nc1ccc2c(c1)COC2=O
    1%, 0%, -4%
> CCS(=O)(=O)N1CCN(c2ccc(S(=O)(=O)N3CCOCC3)cc2)CC1
    0%, 2%, 3%
> O=C(Oc1cccc(Nc2ncnc3ccccc23)c1)c1ccccc1Cl
    -24%, -19%, ?
> CSc1ccccc1OCc1cc(C(=O)NC(C)Cn2cncn2)no1 (stereo not given)
    2%, ?, 0%
> COc1ccc(S(=O)(=O)NNC(=O)c2cc3cc4ccccc4nc3s2)cc1
    -15%, 3%, -8%
> O=C(Nc1ccc(Cl)cc1)c1cc2nc(-c3ccc4c(c3)OCO4)cc(C(F)(F)F)n2n1
    7%, 2%, ?
> Cc1ccc(O)c(C(CC(=O)NC(C)C)c2ccccc2)c1 (stereo not given)
    15%, -1%, -2%
> COc1ccc(OC)c(NC(=O)Cn2cc(C#N)c3ccccc32)c1
    -17%, -5%, 0%
> O=C(Nc1cccc2ncccc12)c1ccc([N+](=O)[O-])o1
    8%, -7%, 12µM*
> O=C1COc2cc(S(=O)(=O)CCC(=O)N3CCN(c4cccc(Cl)c4)CC3)c(Cl)cc2N1
    -10%, -10%, /
> C=CCc1ccccc1OCC(CN1CCCCC1)OC(C)=O (stereo not given)
    -4%, -1%, -19%
> O=S(=O)(c1ccc(F)cc1)N1CCN(C(=S)NCc2ccco2)CC1
    -1%, -7%, -7%
> Cc1nnc(SCC(=O)c2c(N)n(Cc3ccccc3)c(=O)n(C)c2=O)n1C
    -11%, 0%, -2%
> Cc1cc(=O)[nH]c2nnc(SCC(=O)Nc3ccc(OC(F)(F)F)cc3)n12
    14%, -5%, 12%
> CC(=O)C1=C(O)C=C(c2ccco2)CC1c1ccco1 (stereo not given)
    1%, -12%, -2%
> COCCn1c(SCC(=O)N2CCOCC2)nc2c(c1=O)SCC2
    1%, -3%, -8%
> CC(C)C(=O)NCCc1nc(-c2ccccc2)no1
    -23%, /, -3%
> Cc1ccc(C(=O)NCC(=O)N2CCN(c3ccccc3)CC2)cc1
    0%, -11%, 7%
> Cc1ccc(Cl)cc1NC(=O)CCS(=O)(=O)c1cccc2nonc12
    9%, -3%, 15µM*
> Cc1cccc(-c2nn3c(=O)cc(CN4CCN(C(=O)c5ccccc5Br)CC4)nc3s2)c1
    5%, 0%, -14%
> Cc1ccccc1C(=O)Nc1ccnn1C1CCN(Cc2ccncc2)CC1
    9%, -4%, -1%

Given tab-delimited: entries from further up
Compound	FEN1 inhibitor	KAT2A inh	TDP1 cell CPT
CC(C)OC(=O)CSc1nnc(-c2cnccn2)n1C	2%	-9%	8%
COc1ccc(CNC(=O)C(Cc2ccccc2)NS(=O)(=O)c2ccc3c(c2)CCN3C(C)=O)cc1 (stereo not given)	10%	-10%	-1%

Further entries:
Screens in order – FEN1 inhibitor, KAT2A inh, TDP1 cell CPT
> O=C(NCCc1ccccc1)C(=O)Nc1ccc([N+](=O)[O-])cc1
    6%, 0%, -25%
> Cc1c(NC(=O)CN2C(=O)NC(CCc3ccccc3)C2=O)c(=O)n(-c2ccccc2)n1C (stereo not given)
    -1%, -6%, -7%
> Cc1nn(C)c(C)c1NS(=O)(=O)c1ccccc1Cl
    14%, -1%, -10%
> CCCCNC(=O)N1CCC(CCC(=O)N(C)Cc2ccccc2)CC1
    4%, 0%, ?
> O=C(COC(=O)CNC(=O)c1ccc(Cl)cc1Cl)NCc1ccco1
    5%, -4%, -14%
> Cc1cccc(N(C)C(=O)C2CCC(CNS(=O)(=O)c3cccc4nsnc34)CC2)c1 (stereo not given)
    -7%, -4%, ?
> COc1ccc(S(=O)(=O)NCc2ccc3c(c2)CCN3C(C)=O)cc1OC
    -4%, -9%, -29%
> CC(C)c1ccc(C2(C)NC(=O)N(CC(=O)NC3CCCC(C)C3C)C2=O)cc1 (stereo not given)
    -6%, -1%, ?
> CN(Cc1ccc(F)cc1)S(=O)(=O)c1nnc(NC(=O)c2ccccc2Br)s1
    -14%&6%, -15%&-8%, ?
> CCC(C)(C)n1nnnc1C(c1cc(OC)c(OC)c(OC)c1)N1CCN(c2ccccc2)CC1 (stereo not given)
    -8%, -12%, -9%
> CSCCC(=O)N1CCCC(CNC(=O)c2ccc(-c3ccccc3)cc2)C1 (stereo not given)
    0%, -6%, ?
> Clc1ccc(-c2noc3ncnc(NCCCN4CCN(c5ccccc5)CC4)c23)cc1
    -8%, -4%, ?
> O=C(NCCCN1CCCC1=O)Nc1ccc(Cl)cc1
    8%, /, 0%
> CSc1nc(NCc2ccco2)c2ccccc2n1
    -12%, -4%[0.501 µM], ?
> COc1ccccc1C1Nc2ccccc2NC2=C1C(=O)CC(C)(C)C2 (stereo not given)
    9%, 2%, 0%
> Fc1ccc(C(NCCc2ccc(Cl)cc2)c2nnc(-c3ccccc3)o2)c(Cl)c1 (stereo not given)
    3%, -4%, ?
> CC(=O)N1c2ccc(S(=O)(=O)NCCC(=O)NCCc3cccc(C)c3)cc2CC1C (stereo not given)
    -9%, -12%, ?

This is a subset (hit frequency here may not be typical).
